Bioassay records deposited in PubChem BioAssay by National Center for Advancing Translational Sciences (NCATS).
IL-1B inflam inh = blocks inflammasome-driven IL-1 beta release | activity change, % at 57.5 µM | hit rate 4.7% among 360,000 | THP-1 LPS/ATP IL-1B secretion, AlphaLISA, 16 h; hits give low values; in the data active = activity change below about -50%; inconclusive = mostly about -30% to -49%; note: % is set by controls: 0 for no effect and ±100 for the full control effect
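Secreted IL-1B measured by AlphaLISA bead assay after 16 h compound exposure of THP-1 cells; compounds (final up to 57.5 uM) added 1 h before LPS (250 ng/mL) and ATP (1.25 mM) stimulation; lower signal means less secretion.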
Nrf2 block = blocks Nrf2 signaling. A549 ARE-Fluc reporter, luciferase luminescence, 18-24 h. Potency, µM (titrated, usually from 46 µM), without a hit: at the top dose activity change, negative = inhibition, most hits filed as inhibitors. hit rate 2.1% among 360,000. AID 504444; note: potency is the fitted concentration of half-maximal effect; % is set by controls: 0 for no effect and ±100 for the full control effect; nearly all actives have a fitted effect of over 60% in size
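In this cell-based qHTS, ARE-driven firefly luciferase in A549 cells reports Nrf2 activity; the luminescent signal after BugLite lysis is the measured value, with a prior CellTiter-Fluor read for cell health.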
Nrf2 activator = activators of Nrf2 (ARE) signaling | AREc32 ARE-luciferase reporter (MCF7-derived line), luminescence, 24 h | Potency, µM (highest dose often 46.1 µM), for the others: top-dose activation, hits mostly activators | hit rate 0.31% among 410,000; note: potency is the fitted concentration of half-maximal effect; % of control where 0% means no effect; nearly all actives have a fitted effect of over 65% in size
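Steps: seed AREc32_Fluc cells (1000/well, 5% FBS OPTI-MEM); incubate overnight at 37 deg C; add 23 nL compound; incubate 24 hr; add Steady-Glo; hold 30 min RT; read luminescence.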
MCF10A rerep = inducers of DNA re-replication in MCF 10A breast cells; Potency, µM (top dose mostly 46.1 µM), without a hit: at the highest dose activity, positive = re-replication, actives largely listed as activators; hit rate 2.9% among 350,000; MCF 10A DNA re-replication, Hoechst nuclear intensity, 48 h; note: potency is the fitted concentration of half-maximal effect; % of control where 0% means no effect; nearly all actives have a fitted effect of over 50% in size
ATXN viability = cell viability loss in ATXN counter-screen; S2 cells (HEK-293 line with an ATXN2-luciferase reporter) viability, CellTiter-Fluor protease fluorescence, 24 h; Potency, µM (doses to about 56.7 µM), usual class: cytotoxic; hit rate 0.49% among 400,000; AID 651635; note: potency is the fitted concentration of half-maximal effect; nearly all actives have a fitted effect of over 40% in size
A549 viability = counter-screen for Nrf2 inhibitors: cytotoxicity in A549 cells; A549 ARE-Fluc cells, CellTiter-Fluor viability, 18-24 h; hit rate 0.16% among 390,000; AID 504648; Potency, µM (highest dose often 46 µM), for inactives: top-dose activity change, negative = cytotoxicity, hits mostly inhibitors; note: potency is the fitted concentration of half-maximal effect; % is set by controls: 0 for no effect and ±100 for the full control effect
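Cytotoxicity counterscreen: CellTiter-Fluor fluorescence was measured in A549 ARE_Fluc cells after 18-24 h of compound exposure in a concentration series. The subsequent BugLite luminescent read reports ARE-luciferase activity.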
ATXN2 expr inh = inhibitors of ATXN2 expression; HEK-293 ATXN2-luciferase reporter, luminescence, 24 h; Potency, µM (top dose mostly 57 µM), without a hit: at the highest dose activity change, negative = inhibition, most hits filed as inhibitors; hit rate 0.72% among 360,000; note: potency is the fitted concentration of half-maximal effect; % is set by controls: 0 for no effect and ±100 for the full control effect; nearly all actives have a fitted effect of over 55% in size
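ATXN2-luciferase reporter cells (luciferase flanked by upstream and downstream ATXN2 gene portions) were treated 24 h at 37 °C with compounds at up to 57 uM. SteadyGlo luminescence gave expression; GF-AFC fluorescence gave viability.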
HepG2 tox = counter-screen for TGF-b inhibitors: cytotoxicity in HepG2 cells. HepG2 CAGA-GFP viability, ATP luminescence, 18 h. Potency, µM (series often up to 46.1 µM), without a hit: top-dose activity change, negative = cytotoxicity, most hits filed as cytotoxic. hit rate 0.76% among 410,000. AID 588856; note: potency is the fitted concentration of half-maximal effect; some results filed as inactive show a strong effect at the top dose
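CellTiter-Glo luminescence gave cytotoxicity after 18 hours at 37 degrees C. The cells were HepG2 CAGA-GFP in 1% FBS DMEM, stimulated with 500 pg/mL TGF-beta after compound addition. %Activity was normalised to no-cell wells (complete cell-killing) and DMSO (no toxicity), and curves were fitted and classified.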
TGFb SMAD3 inh = blocks TGF-b signaling; HepG2 CAGA-GFP TGF-b/SMAD3 reporter, GFP fluorescence, 18 h; TGF-beta stimulated, 500 pg/mL final; Potency, µM (series often up to 46.1 µM), for the others: at the top dose activity, negative = inhibition, hits mostly inhibitors; hit rate 1.2% among 410,000; note: potency is the fitted concentration of half-maximal effect; % is set by controls: 0 for no effect and ±100 for the full control effect; nearly all actives have a fitted effect of over 65% in size
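Inhibition of TGF-beta-driven CAGA-GFP reporter expression in HEPG2 cells is measured by cellular GFP fluorescence after 18 h stimulation with 500 pg/mL recombinant TGF-beta in 1% FBS medium at 37 degrees C.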
Active calls of the source: *; i = inactive; ? = inconclusive; / = not tested or not shown; & = joins results of further samples; [ ] = remark or other dose. Unless noted, calls come from the whole dose curve; as a rule, active = well fitted curve in the direction sought with a large enough effect; inconclusive = small, poorly fitted or top-dose-only effect, or another doubt; inactive = no such curve, though single readings can be large; an effect the other way counts as inactive or inconclusive.

SMILES	IL-1B inflam inh	Nrf2 block	Nrf2 activator	MCF10A rerep	ATXN viability	A549 viability	ATXN2 expr inh	HepG2 tox	TGFb SMAD3 inh
CC(C)n1c(O)c(C2c3cc(Cl)ccc3Oc3[nH]c(=O)n(C(C)C)c(=O)c32)c(=O)[nH]c1=O (centres undefined)	-99*	?	-1.7%	2.1µM*	11µM*	?	4µM*	14µM*	6.3µM*
COc1cccc(C(c2nnnn2Cc2ccccc2)N2CCC3(CC2)C(=O)NCN3c2ccccc2)c1OC (centres undefined)	?	/	0.5%	/	/	/	?	6%	?
C[C@]12CC(=O)CC1CCC1C2CC[C@@]2(C)C1CC[C@@H]2O (some centres undefined)	-19	5%	0.1%	1%	i	0%	-1%	-2%	-5%
O=C(O)CCC(=O)N1N=C(c2c(-c3ccccc3)c3cc(Cl)ccc3[nH]c2=O)CC1c1ccco1 (centres undefined)	1	14%	-0.8%	9%	i	-7%	-7%	-33%	?
CN1CCc2cc(O)cc3c2[C@H]1Cc1ccc(O)c(O)c1-3	-17	-9%	4.0%	?	i	-2%	?	-15%&-7%	7%&-26%
COc1ccccc1C1Nc2ccccc2-n2c(-c3ccccc3)c3c(=O)n(C)c(=O)n(C)c3c21 (centres undefined)	/	?	7.3%	/	i	8%	?	27%	?
CCN(CC)S(=O)(=O)c1cccc(N=Nc2c(O)n(CC)c(=S)n(CC)c2=O)c1	-15	-23%	0.0%	19%	?	0%	/	4%	0%
Cc1ccc2c(c1)C1C[N+](C)(CC(=O)c3ccc(Cl)cc3Cl)CCC1N2C(=O)c1ccc(F)cc1 (centres undefined)	-53*	?	7.9%	-1%	?	-4%	2%	-27%	-20%
CC(NC(C)(C)C)C(=O)c1cccc(Cl)c1 (centres undefined)	20	4%	0.3%	5%&-1%	i	-1%	-1%&-2%&0%	1%	5%
O=C(O)C1C2CC3CC(C2)CC1(n1ncc(N2CCC4(CC2)OCCO4)c(Cl)c1=O)C3 (centres undefined)	-6	-10%	-1.2%	-13%	i	-5%	5%	13%	2%
CC(C)Oc1cccc(NC(=O)c2cccn(Cc3ccc4c(c3)OC(F)(F)O4)c2=O)c1	-17	?	2.8%	13µM*	i	-19%	3%	7%	0%
CCN(CC)P(=S)(c1c(C)nc2ccccn12)c1c(C)nc2ccccn12	32	-4%	-0.4%	65%	i	19%	-35%	-45%	-1%
Cc1cccc(-n2c(O)c(/C=C3/C(c4ccccc4)=Nc4ccccc43)c(=O)[nH]c2=O)c1	74	-11%	8.8%	3.7µM*	i	-10%	/	-58%	?
FCCN(CCF)c1cccc(Cl)c1	11	15%	0.0%	1%	i	-13%	14%	1%	-5%
COc1ccc(-n2c(-c3ccccc3[N+](=O)[O-])nc3ccccc3c2=O)cc1	-10	-26%	-0.5%	?	?	-4%	-30%	-2%	1%
COCc1c(CN)cnc(C)c1N	5	4%	-0.1%	-3%	i	-4%	-8%	10%	-2%
COc1ccc(CCN(C)Cc2ccncc2)cc1OC	18	/	0.1%	18%	i	-1%	-9%	10%	9%
COc1c(C)cc(C(=O)C2CCCN(Cc3cccc(C)n3)C2)cc1C (centres undefined)	19	-26%	9.4%	27%	?	6%	/	-56%	?
Cc1ccc2c(Cl)cc(Cl)c(OCC(=O)N(C(C)C)C(C)C)c2n1	0	?	0.1%	-3%	?	-6%	-31%	-22%	-3%
CN(C)CC1CCCCC1=O (centres undefined)	-14	0%	20%	?	i	2%	5%	-20%	-5%
CC1=CP(=O)(Oc2ccc([N+](=O)[O-])cc2)CC1 (centres undefined)	1	/	2.7%	/	?	/	/	-41%	18%
Cc1cccc(-n2c(CN3C(=O)c4ccccc4C3=O)nc3ccccc3c2=O)n1	31	1%	-0.6%	-6%	i	0%	-1%	9%	-4%
CCOP(=O)(OCC)c1nc(-c2ccc(C)cc2)oc1NCc1ccccc1	?	12%	4.9%	17%	i	3%	7%	-12%	?
C=C1C[C@]2(O)[C@@]3(C)CCC(=O)C(C)(C)C3=C(O)C(=O)[C@@]2(C)[C@@H]2C(=O)O[C@@](C)(C(=O)OC)C(=O)[C@@]12C	9	?	3.7%	-6%	i	-1%	6%	-2%	11%
O=C1OC(c2ccc(Br)cc2)=N/C1=C\N1CC2CC(C1)c1cccc(=O)n1C2 (centres undefined)	0	?	-0.4%	3%	i	?	/	-8%	?
OCCOCC#CCN1CCOCC1	-8	-3%	0.1%	-8%	i	-5%	-9%	4%	-1%
COc1ccc(C(=O)CCNc2ccc(F)cc2)cc1	-7	?	6.4%	0%	i	1%	33%	-17%	-11%
CCN(CC)C(=O)Cn1cc(C=C2C(=O)N(C)C(=O)N(C)C2=O)c2ccccc21	14	1%	0.1%	17%	i	6%	5%	-1%	?
C#C[C@@]1(O)CCC2C3CCC4=C/C(=N/OCC(=O)NC(CCC(N)=O)C(=O)O)CC[C@]4(C)C3CC[C@@]21C (some centres undefined)	1	-14%	-0.7%	4%	?	-19%	/	-15%	5%
CCOC(=O)N(CC)c1ccc(C(O)(C(=O)OC)C(F)(F)F)cc1 (centres undefined)	11	?	-0.5%	5%	i	-10%	3%	-30%	0%
COC(=O)C1=C(c2ccc(OCc3ccccc3)cc2)C[C@@H]2CC[C@H]1N2C(=O)NCc1cccc(F)c1	-13	/	0.3%	/	i	/	-10%	-28%	-13%
CC(=O)O[C@H]1CC[C@@]2(C)C(=CC[C@@H]3[C@@H]2CC[C@]2(C)C(=O)CC[C@@H]32)C1	-23	-5%	-0.3%	-3%	i	-1%	0%	10%	22%
COc1ccc(N=C(C)c2c(O)[nH]c(=O)[nH]c2=O)cc1	90	8%	-0.3%	?	i	-1%	-32%	8%	-25%
c1ccc(CCNCc2cccs2)cc1	0	-25%	0.9%	-3%	i	-12%	-10%	-4%	-20%
CCOc1cc(/C=C2\C(=O)NC(=O)N(C)C2=O)cc([N+](=O)[O-])c1O	24	?	-0.3%	1%	i	-11%	1%	10%	-3%
CC(C)(C)C1CCc2onc(C(=O)O)c2C1 (centres undefined)	15	0%	-0.5%[9.22 µM]	-14%	?	0%	0%	2%	10%
COC(=O)C1=C(c2ccc(-c3ccccc3)c(F)c2)C[C@@H]2CC[C@H]1N2C(=O)NC1CCCCC1	-60*	18µM*	0.1%	-10%	i	?	-16%	-19%	-20%
CC1CC(C)CN(CC(=O)c2ccc(OC(F)F)cc2)C1 (centres undefined)	27	24%	-0.7%	0%	i	-4%	-1%	-2%	-1%
O=C(Nc1cc(Cl)cc(Cl)c1)N1Cc2ccccc2-n2nncc2C1	-20	/	3.9%	/	?	/	-24%	-26%	1%
N#Cc1ccc(CN2Cc3ccccc3-n3nncc3C2)cc1	13	/	-0.8%	/	i	/	-8%	-1%	7%
O=C(Nc1nc2ccccc2n1CCN1CCCC1)c1ccc(Cl)cc1	-4	?	5.4%	?	i	-22%	5%	-9%	0%
COc1cc(CC(=O)N2C[C@H]3C[C@@H](C2)c2cccc(=O)n2C3)cc(OC)c1OC	0	-5%	0.2%	-2%	i	-8%	2%	-5%	-14%
COc1ccc(C[C@H]2NC[C@H](O)[C@H]2OC(C)=O)cc1	-111*	0.12µM*	-1.3%	?	?	?	0.1µM*	-20%	0.22µM*
CCC1(CC)COP(=O)(OCC(Cl)CCl)OC1 (centres undefined)	10	-7%	-0.9%	0%	i	0%	1%	-6%	-11%
CCOP(=S)(OCC)N1CC1	-4	?	-0.9%	1%	i	0%	1%	3%	-19%
COC(=O)C1C2CC[C@@H](CC1OC(=O)c1ccccc1)N2 (some centres undefined)	4	-9%	-1.5%	?	i	-5%	-1%	2%	20%
O=c1[nH]c(O)c(C=NC2CCN(Cc3ccccc3)CC2)c(=O)[nH]1	20	?	0.3%	4%	i	13%	-4%	-55%	23%
Cc1ccc(-c2nn(Cc3ccccc3)cc2C=O)cc1	-10	-1%	9.8%	0%	i	6%	22%	-8%	-19%
CCN(CC)C(=O)c1ccc(NC(=O)c2cc(S(=O)(=O)N3CCCCCC3)ccc2OC)cc1	-2	?	0.0%	0%	i	-4%	-3%	0%	-19%
CN(C)CCNC(=O)C(=O)NCC1OCCCN1S(=O)(=O)c1cccs1 (centres undefined)	7	3%	0.0%[9.22 µM]	1%	i	0%	-8%	-3%	?

Remaining list, next part
SMILES	IL-1B inflam inh	Nrf2 block	Nrf2 activator	MCF10A rerep	ATXN viability	A549 viability	ATXN2 expr inh	HepG2 tox	TGFb SMAD3 inh
COc1ccc(-n2c(SC)nc3ccccc3c2=O)cc1	18	-1%	-0.7%	-1%	i	-1%	3%	5%	?
Cc1cccc(CN2C(=O)CN=C(c3ccccc3Cl)c3cc(Cl)ccc32)c1	/	/	1.4%	/	?	-10%	?	-21%	?
CC12CCC3C(CC=C4CC(O)CCC43C)C1C/C(=C\c1cccc(F)c1)C2=O (centres undefined)	4	?	-0.3%	5.8µM*	i	6%	-18%	-16%	-13%
Cc1cccc2c(CCN)c[nH]c12	-18	-1%	-0.1%	?	i	-9%	3%	1%	24%
CCCCC(CC)COC(=O)CCCCC(=O)OCC(CC)CCCC (centres undefined)	28	1%	-0.4%	?	i	2%	3%	2%	14%
COc1ccccc1NC1(C#N)CCCCC1	12	18%	-0.7%	-4%	i	9%	0%	-7%	-4%

Filtered by structure, those above with two or more sulfur atoms (2)
SMILES	IL-1B inflam inh	Nrf2 block	Nrf2 activator	MCF10A rerep	ATXN viability	A549 viability	ATXN2 expr inh	HepG2 tox	TGFb SMAD3 inh
CCN(CC)S(=O)(=O)c1cccc(N=Nc2c(O)n(CC)c(=S)n(CC)c2=O)c1	-15	-23%	0.0%	19%	?	0%	/	4%	0%
CN(C)CCNC(=O)C(=O)NCC1OCCCN1S(=O)(=O)c1cccs1 (centres undefined)	7	3%	0.0%[9.22 µM]	1%	i	0%	-8%	-3%	?

Not all compounds are listed; rates above refer to the full screens.
